Screens deposited in PubChem by several laboratories.
Shn3 inh set2: reduces Shn3 3'UTR luciferase signal in osteoblasts; Clone20 osteoblast Shn3 3'UTR firefly luciferase, 24 h; inhibition, % at 12.5 µM; hit rate 0.52% among 360,000;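 active means mean inhibition of at least 75% with every replicate also reaching 75%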;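 further: 0% = median of neutral control wells and 100% = pilot-screen positive control compound; some compounds past the cut are filed as inactive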
CF NFkB block: inhibitors of cystic fibrosis induced NF-kB | hit rate 0.86% among 360,000 | inhibition, % at 5 µM | KKLEB NF-kB-GFP reporter, PAF-induced, GFP fluorescence overnight;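 active means at least 50% inhibition at 5 µM, scaled per plate between neutral and stimulator controls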;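 further: PAF is a Pseudomonas aeruginosa culture filtrate used as stimulus; plate controls were PAF-stimulated DMSO wells for no effect and unstimulated DMSO wells for full effect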
Peg3 prom inh: inhibitors of Peg3 promoter; HeLa PEG-Prom luciferase reporter, luminescence, overnight; AID 588405; inhibition, % at 20 µM; hit rate 1.7% among 360,000;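 active means inhibition of at least 50% at 20 µM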
MITF TRPM1 inh: MITF TRPM1 promoter inhibition in SK-MEL-5 cells | SK-MEL-5 TRPM1 promoter luciferase, 24 h | inhibition, % at 12.5 µM | hit rate 0.83% among 330,000 | AID 488899;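 active means mean inhibition across replicates of 60% or more, whatever share of single replicates reaches that level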; further: values of inactives mirror those of a sister screen read the other way
KKLEB tox: CF airway cell cytotoxicity counter-screen. KKLEB CF airway cells viability, ATPlite luminescence, overnight; stronger effect = lower value; cells stimulated with P. aeruginosa culture filtrate. activity change (cytotoxicity), % at 5 µM. hit rate 0.36% among 360,000. AID 602141;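 active means corrected activity change at or below -50% at 5 µM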
NR2E3 ag-1: agonists of human nuclear receptor NR2E3; AID 2300; inhibition of corepressor binding, % at 4.78 µM; GST-NR2E3/biotin-RetCOR TR-FRET, 1536-well; hit rate 0.12% among 320,000; Q9Y5X4;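 active means percent inhibition above the cutoff of mean plus 3 SD of all tested compounds, set per screening campaign, cut at about 20% in these data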;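 further: 0% = DMSO wells and 100% = biotin wells as full block of FRET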
Target sequence (Q9Y5X4 whole entry, looked up): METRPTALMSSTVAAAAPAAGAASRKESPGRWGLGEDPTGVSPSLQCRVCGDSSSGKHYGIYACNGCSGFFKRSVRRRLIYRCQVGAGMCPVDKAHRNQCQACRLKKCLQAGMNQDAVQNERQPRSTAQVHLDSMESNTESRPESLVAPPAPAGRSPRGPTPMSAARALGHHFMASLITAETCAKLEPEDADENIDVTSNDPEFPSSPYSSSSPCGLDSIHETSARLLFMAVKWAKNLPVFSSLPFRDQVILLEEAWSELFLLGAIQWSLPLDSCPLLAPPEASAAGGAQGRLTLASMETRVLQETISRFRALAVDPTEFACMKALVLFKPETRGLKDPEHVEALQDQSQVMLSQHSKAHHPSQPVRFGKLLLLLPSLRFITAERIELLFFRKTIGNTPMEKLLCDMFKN
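Material: NR2E3–RetCOR corepressor complex | Quantity: 1.35 nM GST-tagged NR2E3 final | Schedule: 5 h at 4 °C | Replication: Singlicate compound wells | Reagent: RetCOR corepressor, biotinylated, 7 nM | Controls: Biotin wells as high control, 0.6% DMSO wells as low control | Signal: TR-FRET, Eu(K)-anti-GST donor, streptavidin-D2 acceptor, ex 340, em 617/671 nm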
HIF-2a block: blocks HIF-2a reporter activity | 786-0 RCC cells HIF-2a reporter, luciferase luminescence, overnight | inhibition, % at 18.8 µM | hit rate 0.72% among 360,000 | AID 624352;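 active means inhibition of the luminescence signal of 40% or more relative to plate controls, in a single-dose primary screen at 18.75 µM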
EBV LMP1 NFkB: inhibitors of Epstein-Barr LMP1-induced NF-kappaB reporter. inhibition, % at 12.5 µM. LMP1-induced NF-kappaB luciferase reporter cells, luminescence. hit rate 0.69% among 350,000; in the data active means inhibition above about 41%;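 further: 0% = neutral control wells and 100% = reference inhibitor control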
NR2E3 ag-2: agonists of human NR2E3 nuclear receptor. CHO-S Gal4-NCOR/VP16-NR2E3 two-hybrid, luciferase. Q9Y5X4. hit rate 0.35% among 360,000. AID 602229. inhibition of corepressor binding, % at 3.98 µM;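 active means inhibition above the mean of all tested compounds plus 3 SD, cut at about 70% in these data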;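 further: 0% = DMSO with NR2E3 transfected cells and 100% = cells lacking NR2E3 construct; higher means lower luciferase signal from less NR2E3 corepressor binding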
hiPSC survival: hiPSC single-cell survival enhancement | AID 602274 | ATPlite luminescence; 100% = ROCK inhibitor wells, 0% = DMSO | survival enhancement, % at 20 µM | hit rate 0.044% among 360,000; in the data active means survival enhancement above about 18%;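 further: cells exposed to compounds for 16 hours before the ATP read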
C8 TRAIL sens: caspase-8 TRAIL sensitization | NB7+C8 cells + TRAIL, ATPlite viability luminescence | inhibition (viability loss, TRAIL sensitization), % at 10 µM | hit rate 1% among 360,000 | AID 624354;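 active means compounds causing at least 50% loss of cell viability in the single-dose screen, relative to plate controls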
Active calls of the source: *; x = not tested or not shown.

Screens in order – NR2E3 ag-1	MITF TRPM1 inh	hiPSC survival	Shn3 inh set2	NR2E3 ag-2	HIF-2a block	C8 TRAIL sens	KKLEB tox	CF NFkB block	EBV LMP1 NFkB	Peg3 prom inh
CNc1ccccc1NC(=O)C1CCCN1C(=O)OCc1ccccc1 (centres undefined)
 : 4.1	1.0	0.2	2.7	-12.7	10.1	-2.3	-19.9	6.0	25.7	9.6
CCCC12CN3CC(C)(CN(C1)C3c1ccc(OC)cc1)C2=O (centres undefined)
 : 0.6	2.3	4.7	-0.6	-4.2	15.2	2.9	-1.7	11.6	4.4	34.1
Cn1c(N)c(C(=O)Nc2ccc3ccccc3c2)sc1=S
 : 1.9	-102.7	-1.1	-113.0	-99.2	-271.6	-5.1	-38.1	40.4	-29.2	-220.9
CCC(C)(C#CCN1CCCCC1)OC(C)=O (centres undefined)
 : 2.8	-6.4	-1.2	14.6	-13.0	14.8	-6.3	-2.2	0.8	5.5	-5.5
CC1(C)NC(=O)N(CC(=O)OCC(=O)c2ccc(F)cc2)C1=O
 : -0.3	-1.2	-0.5	-8.5	-9.0	2.2	10.9	18.6	-6.1	-6.8	-22.2
COc1ccc(-c2nn(CCC#N)cc2C(=O)Nc2cccc(C(=O)O)c2)cc1OC
 : x	5.6	-0.6	7.3	-14.6	11.1	-1.8	5.4	-2.7	5.7	-6.6
Cc1cccc(C)c1N1CCN(C(=O)Nc2ccc3c(c2)OCCO3)CC1
 : 2.1	-12.1	-0.4	-16.3	47.7	-109.4	4.9	13.6	-9.5	-18.0	-141.5
COc1cccc(NC(=O)NNC(=O)COc2ccc3ccccc3c2)c1
 : 2.0	1.8	-0.4	-19.6	6.9	10.3	16.6	-12.0	-8.0	-6.7	3.3
COCc1ccc(C(=O)N2CCc3c([nH]c4ccccc34)C2c2ccccn2)s1 (centres undefined)
 : 1.3	10.7	-0.2	-0.8	-24.8	9.6	35.5	-6.9	18.2	-5.4	23.6
COc1cccc(C(=O)Nc2ccc(S(=O)(=O)Nc3onc(C)c3C)cc2)c1
 : 0.1	3.5	3.0	-1.3	5.9	4.2	-4.5	-10.5	7.5	3.2	8.4
CC(C)C(OC(=O)CN1C(=O)c2ccccc2C1=O)C(=O)NC1CCCC1 (centres undefined)
 : 7.1	-2.2	-0.5	-99.7	-16.8	5.0	5.3	8.4	-5.9	-5.5	12.6
COC1=C(Nc2ccccc2OC)C(=O)c2ccccc2C1=O
 : -1.3	31.6	-0.3	-4.5	13.4	13.7	1.1	1.8	-13.0	-0.4	1.4
Cc1ccccc1-n1c(SCc2c(C)noc2C)nnc1-c1c[nH]c2ccccc12
 : 1.1	2.7	0.7	-0.5	-2.4	27.6	-13.3	4.6	-18.0	18.0	7.0
O=C(c1ccc(Cl)cc1)C1CCN(C(=O)C2CC2)CC1
 : -3.6	-6.8	2.6	1.5	-29.7	13.1	0.0	7.1	1.2	20.3	8.2
Cc1ccc(/C=N/N2CCN(c3ccc(Cl)cc3)CC2)o1
 : -2.2	-19.8	-1.6	-4.2	-1.8	-63.2	-13.3	12.2	-18.0	2.5	-45.2

The list continues:
Screens in order – NR2E3 ag-1	MITF TRPM1 inh	hiPSC survival	Shn3 inh set2	NR2E3 ag-2	HIF-2a block	C8 TRAIL sens	KKLEB tox	CF NFkB block	EBV LMP1 NFkB	Peg3 prom inh
CCOC(=O)c1sc(NC(=O)CSc2nnc(C(C)C)n2C)nc1C
 : -2.5	1.0	-1.1	19.4	-0.4	6.8	-7.9	4.9	0.7	-1.3	11.6
COc1cccc(CC(=O)Nc2ccc3nc(C)sc3c2)c1
 : -1.3	-21.3	0.6	30.7	-17.4	-113.7	-2.4	5.9	-14.4	-4.9	-81.1
Cc1cccc(N(CC(=O)NCC2CCCO2)C(=O)CCC(=O)Nc2nccs2)c1 (centres undefined)
 : -0.2	2.7	-0.4	-1.2	6.7	14.8	-0.1	4.2	-19.8	4.0	5.3
O=C(Nc1ccccc1N1CCCCC1)c1ncoc1-c1ccc(F)cc1
 : -4.4	1.6	-1.4	14.8	-7.9	7.5	0.2	6.7	-7.8	15.9	4.7
O=C1NC(=O)c2cc([N+](=O)[O-])cc3cccc1c23
 : x	20.6	0.2	0.9	-1.0	9.7	-8.3	0.6	-123.3	2.1	32.5
Cc1cccc2c1ncc1c(=O)n(-c3ccccc3)[nH]c12
 : 2.2	-56.6	-0.2	-117.1	-52.6	-239.6	12.8	-0.1	-36.6	-23.2	-258.0
COc1cccc(-n2c(SCC(=O)NC3CC3)nc3ccccc3c2=O)c1
 : x	x	-1.1	7.1	-1.9	10.5	1.3	2.9	-4.5	-5.6	9.3
CC(C)(C)NC(=O)CN(C(=O)CNS(=O)(=O)c1ccccc1)c1ccc2c(c1)OCCO2
 : -0.9	-5.1	-0.5	5.9	-19.2	11.1	4.9	-1.9	-10.9	2.7	7.8
CN1/C(=C/C2CC(=O)N(c3cccc4ccccc34)C2=O)C(C)(C)c2ccccc21 (centres undefined)
 : -1.8	13.9	0.7	3.6	-7.3	15.1	-2.3	17.4	-42.5	17.4	3.8
CCOC(=O)C1CCN(c2ncnc3c2c(-c2ccccc2)cn3-c2ccc(C)cc2)CC1
 : -2.4	0.4	-0.1	17.3	-10.3	29.9	0.7	-1.6	4.3	-7.7	25.1
CN(C)C(=O)CCC(=O)N1CCCC(C(=O)c2ccc(C(F)(F)F)cc2)C1 (centres undefined)
 : 4.6	1.7	-0.1	-2.5	0.2	13.2	3.7	-0.7	1.6	6.6	17.5
CC1CCN(S(=O)(=O)CCNC(=O)c2ccc(F)cc2)CC1
 : -1.7	4.8	-0.3	12.8	-23.5	9.2	-3.9	-7.1	9.1	3.8	3.6
Cc1cc[n+](-c2[nH]c(=O)sc2/C=N/NC([S-])=Nc2ccccc2)cc1
 : -1.1	2.0	0.6	-17.8	1.3	-1.4	-2.7	0.8	10.2	-12.1	-4.2
COC(=O)c1cc2sc(Cl)cc2n1Cc1nc(-c2ccccc2)oc1C
 : 25.4*	3.9	0.6	-0.3	1.6	7.9	-21.4	0.4	7.4	4.6	-2.0
COc1cccc(N/C=C/C(=O)c2ccc(Br)cc2)c1
 : 1.5	-48.0	-4.6	-45.3	-144.6	-148.6	45.4	-4.2	-14.4	-31.0	-205.1

Additional entries.
Screens in order – NR2E3 ag-1	MITF TRPM1 inh	hiPSC survival	Shn3 inh set2	NR2E3 ag-2	HIF-2a block	C8 TRAIL sens	KKLEB tox	CF NFkB block	EBV LMP1 NFkB	Peg3 prom inh
C[C@H]1CC[C@]2(O[C@@H](CCO)C[C@H](O)[C@H]2O)O1
 : 4.0	1.5	-2.4	-9.8	-12.1	13.3	-19.1	5.6	-10.1	1.7	0.2
COc1ccc(-c2cc(C(=O)N3CCOCC3)c3cc(C)ccc3n2)cc1
 : 4.7	-10.6	-1.5	-7.7	-8.2	-65.3	8.1	-11.0	-15.8	-13.7	-38.6
Fc1ccc(CSc2nnc(Cc3sc(-c4ccccc4)nc3-c3ccccc3)o2)cc1
 : -1.4	-3.8	0.2	5.7	-39.4	9.3	-8.2	-2.5	10.8	-9.2	20.9
COc1ccc(/C=C/c2ccncc2)cc1OC
 : -2.8	-21.9	-1.4	-21.7	-42.5	-52.1	-1.8	-2.0	22.9	6.6	-22.4
CC(=O)N(Cc1cccc(Br)c1)c1ccc(N2CCOCC2)c(Cl)c1
 : 1.3	-6.4	-0.8	46.5	-0.7	22.1	16.6	0.0	-9.4	13.6	19.4
CC1(C)Cc2cccc(OCC(=O)Nc3cccnc3)c2O1
 : 0.5	2.0	-1.1	25.4	-31.4	8.7	-2.1	-2.7	9.0	9.2	26.2
COc1ccc(CN(C)C(=O)Cc2c[nH]c3ccccc23)c(OC)c1OC
 : x	-15.2	0.5	12.6	24.0	13.0	-9.2	-2.0	12.9	14.6	13.2
CC(=O)Nc1ccc(S(=O)(=O)N2CCC(C(=O)N[C@@H](C)C(=O)NC3CCCC3)CC2)cc1
 : -4.5	5.4	3.4	11.1	16.4	4.6	12.5	15.6	24.0	6.0	-1.4
O=C(NCc1cccnc1)C1CCN(S(=O)(=O)c2cccs2)CC1
 : -1.8	7.8	5.9	-1.2	5.9	4.6	-8.0	-12.0	4.8	-6.0	-1.7
C/C(=N/NC(=O)c1ccco1)c1cccc(NC(=O)c2ccc(C)s2)c1
 : -4.2	-39.8	-1.0	-37.4	-64.9	-178.0	25.9	-8.1	-27.0	-3.7	-184.0
CC1CCCCN1c1nnc(N)s1 (centres undefined)
 : 3.5	10.5	0.0	-9.3	-13.6	-12.2	-3.4	-3.8	0.2	-0.6	-12.2
COc1ccc(CNC(=O)C(=O)N2CCC3(CC2)OCCN3S(=O)(=O)c2ccc(C)cc2)cc1
 : 0.0	-2.5	-0.2	12.2	-0.3	9.4	-1.5	-19.2	12.5	-1.2	15.7
Cn1c(SCC(=O)N2CC(=O)Nc3ccccc32)nnc1C(F)(F)F
 : x	-0.9	1.3	-5.3	-24.6	9.3	-8.5	-1.5	15.5	-8.6	13.7
COc1cc(C(=O)Nc2cc(C(F)(F)F)ccc2N2CCOCC2)ccc1OCC(=O)N1CCOCC1
 : 2.3	-8.1	-0.4	23.1	-6.5	5.9	13.1	1.7	23.0	3.1	11.8
CC(C)c1ccccc1NC(=O)COC(=O)Cc1c[nH]c2ccccc12
 : 4.5	6.1	2.6	10.4	-4.8	15.1	0.2	-1.8	23.9	2.9	11.2
COc1ccc(NS(=O)(=O)c2cccc(C(=O)N(C)Cc3ccc(SC)cc3)c2)cc1
 : 0.8	5.2	-0.6	11.0	21.1	8.5	-9.2	-11.1	5.9	2.2	16.7
CN1C(=O)CC(N2CCC(c3nc4ccccc4[nH]3)CC2)C1=O (centres undefined)
 : 0.0	4.7	-3.5	-17.7	-46.6	10.8	-6.4	23.3	-15.9	-11.2	2.5

These rows are one share of the data. The share of hits here may be higher or lower than overall.
